From PubChem
p53ts 39C kill: p53ts cell cytotoxicity, nonpermissive temperature | H1299-p53A138V viability at 39C, ATP luminescence, 24 h | Potency, µM (series often up to 46.1 µM), for the others: at the top dose activity change, negative = cell killing, actives largely listed as cytotoxic | 130,000 tested, 1.5% active; further: nearly all actives have a fitted effect of over 55% in size
p53ts 32C kill: p53ts cell cytotoxicity, permissive temperature; H1299-p53A138V at 32C, ATP luminescence viability, 24 h; Potency, µM (highest dose often 46.1 µM), for inactives: at the highest dose activity change, negative = cytotoxicity, most hits filed as cytotoxic; 130,000 tested, 0.93% active; AID 924;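 further: 0% = DMSO and -100% = full killing by reference compound; nearly all actives have a fitted effect of over 55% in size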
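Viability by ATPlite luminescence after 24 h compound treatment (up to 46 uM) at the permissive 32C. Cells are H1299 carrying p53 A138V. Scale runs from DMSO basal to 100 uM tamoxifen as full kill; AC50 from Hill fits.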
IkB signaling: suppresses IkB signaling in ABC-DLBCL reporter cells; ABC-DLBCL IkBa-CBG/CBR dual luciferase ratio, 4 h; response scale: scaled: untreated 0%, proteasome inhibitor 100%; Potency, µM (series often up to 57.1 µM), for inactives: top-dose IkBa stabilization activation; 110,000 tested, 0.04% active; AID 445; active means well fitted curve in the direction sought with a large enough effect in the signal ratio, not every such curve was filed as active; inconclusive means small, poorly fitted or top-dose-only effect, or a change in a side signal; the % refers to the signal ratio;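 further: the direction sought is a rising ratio; 0% = basal untreated cells and 100% = reference inhibitor full response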
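Luminescence ratio of IκBα-fused green versus native red beetle luciferase in OCI-Ly3 cells, 4 h post-doxycycline with compound; red signal alone, scaled from basal (0%) to zero light (-100%), flagged nonspecific or cytotoxic effects.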
Imprint erasure: genomic imprint erasure induction. mouse ES Peg3-LacZ reporter, beta-gal luminescence, 40 h. Potency, µM (series often up to 60.7 µM), for inactives: top-dose activity change, positive = activation, most hits filed as activators. 110,000 tested, 0.02% active;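 further: 0% = negative control wells on the plate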
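Readout: BetaGlo luminescence (5 min, room temp) for LacZ from the normally silent maternal Peg3 allele in female Peg3LacZ-Neo ES cells. Cells 300/well, 40 h, 37C, 5% CO2. Data normalized per plate to negative controls.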
Numbers without * were called inactive; u = inconclusive; x = not tested or not shown; [ ] = another dose, or the depositor's remark. Unless noted, the call rests on the fitted dose curve; in most records, active means well fitted curve in the direction sought with a large enough effect; inconclusive means small, poorly fitted or top-dose-only effect, or another doubt; inactive means no such curve, though single readings can be large; an effect the other way counts as inactive or inconclusive. Unless noted, on the % scale 0 is the no-effect control and ±100 the full control effect; potency means the concentration at half of the fitted maximal effect. Compounds as they come; about 1.7% have a hit in one of these screens.

| No. | Compound | p53ts 39C kill | p53ts 32C kill |
| --- | --- | --- | --- |
| 1 | O=S(=O)(NCc1ccncc1)c1ccc(Br)s1 | 13% | 12% |
| 2 | CCOC(=O)c1cc2sccc2n1CC(=O)Nc1ccc2c(c1)OCCO2 | -4% | -3% |
| 3 | Cc1c(Cl)cccc1NC(=O)NC1CCCCC1 | -5% | 6% |
| 4 | COCCNC(=O)[C@H](C)/C=C/C(NC(=O)OCc1ccccc1)c1ccc(C(=O)OC)cc1 (stereo partly drawn) | 10% | 16% |
| 5 | Cc1cc(-c2ccc(C)c(S(=O)(=O)Nc3ccccc3C(F)(F)F)c2)on1 | u | 7% |
| 6 | COc1ccc(C)cc1NC(=O)c1cc(S(=O)(=O)N2CCC(C)CC2)ccc1F | -17% | 5% |
| 7 | Cc1cccc(NC(=O)c2cc(NC(=O)c3ccco3)ccc2N2CCCCC2)c1 | 10% | -4% |
| 8 | Cc1cc(C)cc(Nc2ccc(C(=O)O)cc2N)c1 | 2% | 10% |
| 9 | CC1CCN(S(=O)(=O)c2cc3c4c(c2)C(C)C(=O)N4CCC3)CC1 (stereo not drawn) | 1% | 16% |
| 10 | COc1ccc(-c2nnc(SCC(=O)N3CCOCC3)o2)cc1OC | -3% | 1% |
| 11 | Cc1ccc(Sc2c(C)nn(C(=O)COc3ccc(F)cc3)c2C)cc1 | 16% | 1% |
| 12 | Fc1ccccc1CSc1nnnn1-c1ccc2c(c1)OCO2 | -12% | 9% |
| 13 | O=C(Nc1ccc(Cl)cc1F)c1cnc2sc(N3CCOCC3)nn2c1=O | -2% | -1% |
| 14 | CCCn1nnc(NCc2ccc(OCc3cccs3)c(OC)c2)n1 | 11% | 6% |
| 15 | Cc1nnc(NC(=O)c2nc(S(=O)(=O)Cc3ccccc3)ncc2Cl)s1 | 16µM* | u |

| No. | IkB signaling | Imprint erasure |
| --- | --- | --- |
| 1 | 5.7% | -19% |
| 2 | 8.0% | x |
| 3 | 1.0% | -1% |
| 4 | x | -13% |
| 5 | u | -3%[10.9 µM] |
| 6 | u | -20%[10.9 µM] |
| 7 | 6.6% | -19% |
| 8 | u | -67%[inhibitor] |
| 9 | -0.6% | -3%[10.9 µM] |
| 10 | -0.5% | -19% |
| 11 | 13% | 26%[10.9 µM] |
| 12 | 1.4% | -10% |
| 13 | -3.4% | -6%[10.9 µM] |
| 14 | 0.8% | -15% |
| 15 | 0.9% | -34%[inhibitor][10.9 µM] |

The listing continues.
| No. | Compound | p53ts 39C kill | p53ts 32C kill |
| --- | --- | --- | --- |
| 16 | CCC(Oc1ccccc1)C(=O)Nc1ccccc1OC (stereo not drawn) | 5% | -8% |
| 17 | COc1ccc(S(=O)(=O)N(CC(=O)Nc2cccnc2)c2ccc(C)cc2)cc1OC | -5% | 1% |
| 18 | CC1Cc2cc(S(=O)(=O)CCC(=O)NCc3ccc(Cl)cc3)ccc2N1C(=O)C1CC1 (stereo not drawn) | 3% | -2% |
| 19 | O=C(NCCc1ccc2c(c1)OCCO2)c1cc2ccccc2o1 | -20% | -21% |
| 20 | COc1ccc(-n2c(/C=C(\C)O)nc(=O)c3c(C)cc(C)nc32)cc1 | 8% | 13% |
| 21 | Cc1ccc2oc(-c3ccc(C)c(NC(=O)C(C)(C)Oc4ccc(Cl)cc4)c3)nc2c1 | u | u |
| 22 | COc1ccc(-c2noc(CSc3nnc(C)n3-c3ccc(F)cc3)n2)cc1 | -12% | -4% |
| 23 | Cc1ccc(O)c(C2=Nc3ccccc3N=C(c3cccc(F)c3)C2)c1 | u | u |
| 24 | CC(=O)Nc1ccc(S(=O)(=O)NC2=NCN(CCOC(=O)c3ccccc3)CN2)cc1 | 8% | -5% |
| 25 | O=C(CN(C(=O)CCC(=O)Nc1nccs1)c1ccc(F)c(Cl)c1)NCc1ccco1 | -6% | 8% |
| 26 | COc1ccccc1NC(=O)Cc1noc(CSc2nnc(C)s2)n1 | 3% | 11% |
| 27 | CC(C)Sc1nnc(Cn2c(=O)sc3ccccc32)n1-c1ccccc1 | 8% | 2% |
| 28 | O=C(NC1CC1)c1ccc(COc2ccc(F)cc2)o1 | -17% | -5% |
| 29 | CCN1CCN(CC(=O)Nc2c(C(=O)OC)[nH]c3cccc(Cl)c23)CC1 | 17% | 7% |
| 30 | N#CC1=C(N)Oc2nc(-c3ccccc3)[nH]c2C1c1cccnc1 (stereo not drawn) | -5% | -18% |

| No. | IkB signaling | Imprint erasure |
| --- | --- | --- |
| 16 | 5.9% | -18% |
| 17 | 4.1% | -4%[10.9 µM] |
| 18 | u | -7%[10.9 µM] |
| 19 | u | -19% |
| 20 | -2.2% | u |
| 21 | u | 11%[10.9 µM] |
| 22 | 0.6% | -39%[inhibitor][10.9 µM] |
| 23 | u | -9%[10.9 µM] |
| 24 | -1.2% | -4% |
| 25 | -0.3% | 3% |
| 26 | 0.4% | -5% |
| 27 | -1.5% | -16% |
| 28 | 1.8% | -26% |
| 29 | -2.4% | -15% |
| 30 | -0.3% | -2% |

Continuation.
| No. | Compound | p53ts 39C kill | p53ts 32C kill |
| --- | --- | --- | --- |
| 31 | CCc1ccccc1N(CC)C(=O)Cn1nc(Cc2ccncc2)c2ccccc2c1=O | 9% | 8% |
| 32 | Cc1ccc(Cl)cc1N1CCN(C(=O)c2cccn3c(=O)c4cc(Cl)ccc4nc23)CC1 | -3% | 3% |
| 33 | COc1ccc(C2CC(C(F)(F)F)n3nc(CO)c(Cl)c3N2)cc1OC (stereo not drawn) | 6% | 0% |
| 34 | Cc1ccc(C(=O)CN2CCC(NC(=O)C3CCCCC3)CC2)cc1 | 6% | -3% |
| 35 | CCN(CC)CCc1nc(-c2ccccc2)no1 | -3%[20.6 µM] | -6%[20.6 µM] |
| 36 | CN(C)S(=O)(=O)N1CCN(S(=O)(=O)N(C)C)CC1 | -5% | -3% |
| 37 | O=C(NCCN1C(=O)C2C3C=CC(C3)C2C1=O)N1CCCCC1 (stereo not drawn) | 13% | 3% |
| 38 | Cc1cc(C(=O)OCC(=O)NCc2ccco2)c(C)n1-c1ccccc1 | 2% | -2% |
| 39 | Cc1ccccc1Nc1nc(-c2cccc(Cl)c2)c2c(n1)-c1ccccc1OC2 | -13% | -7% |
| 40 | COC(=O)[C@@]1(Cc2ccc(F)cc2)[C@@H]2[C@@H](CC(=O)[C@H]2CC(=O)C(=O)N(C)C)CN1C(=O)c1ccccc1 | -2% | 5% |
| 41 | COc1cccc(CNc2nc3ccccc3n2CCN2CCCCC2)c1OC | 10% | u |
| 42 | COc1ccc(NC(=O)Nc2ccccc2C(N)=O)cc1OC | 11% | 1% |
| 43 | O=C(Nc1ccc2snnc2c1)N1CCN(c2ccccc2)CC1 | 1% | -10% |
| 44 | CCC(CC)C(=O)Nc1cc(OC)c(OC)cc1C(=O)O | 6% | 0% |
| 45 | COc1ccc(C)cc1NS(=O)(=O)c1c(C(=O)N2CCC(C)CC2)c(C)n(C)c1C | -5% | -2% |

| No. | IkB signaling | Imprint erasure |
| --- | --- | --- |
| 31 | 2.9% | -10%[10.9 µM] |
| 32 | 2.7% | 14%[10.9 µM] |
| 33 | -1.6% | u |
| 34 | 4.3% | -9% |
| 35 | 1.2%[25.6 µM] | -5%[16.8 µM] |
| 36 | 0.2% | 10% |
| 37 | -0.3% | -5% |
| 38 | u | -24% |
| 39 | u | -11%[10.9 µM] |
| 40 | x | -11% |
| 41 | 1.9% | -16% |
| 42 | 4.7% | -13% |
| 43 | 3.4% | -12% |
| 44 | 3.2% | 0% |
| 45 | -1.3% | 14%[10.9 µM] |

More compounds
| No. | Compound | p53ts 39C kill | p53ts 32C kill |
| --- | --- | --- | --- |
| 46 | COc1cc(O)c(C(=O)c2ccccc2)cc1O | -4% | -19% |
| 47 | CCCN(CCC)C(=O)c1cc2c(=O)n3cccc(C)c3nc2n1C | u | 2% |
| 48 | Cc1cccc(OCc2nc(-c3nonc3N)no2)c1C | 0% | u |
| 49 | CCCCC1OC2(C)OC(=N)C1(C#N)C(C#N)(C#N)C2c1ccccc1 (stereo not drawn) | 17% | -2% |
| 50 | COc1ccc(CCNC(=O)Cn2c(-c3nonc3N)nc3ccccc32)cc1OC | 6% | 1% |
| 51 | Cc1cccc(N2CCN(C(=O)c3cc4ccccc4oc3=O)CC2)c1C | 2% | 3% |
| 52 | COC(=O)Cc1c(C)c2ccc3c(c2oc1=O)CN(Cc1ccc(C)cc1)CO3 | -1% | 15% |
| 53 | COc1cc(C2=NOC(C(=O)N3CCOCC3)C2)cc(OC)c1OC (stereo not drawn) | -2% | -3% |
| 54 | CC1OC(OCC2OC(Oc3c(-c4ccc(OCCO)c(OCCO)c4)oc4cc(OCCO)cc(O)c4c3=O)C(O)C(O)C2O)[C@@H](O)C(O)C1O (stereo partly drawn) | 7% | 1% |
| 55 | Cc1nc(C)c(CCNS(=O)(=O)c2ccc(F)cc2)s1 | u | -8% |
| 56 | CN(Cc1ccccc1)S(=O)(=O)c1nnc(NC(=O)c2ccccc2Cl)s1 | u | -3% |
| 57 | CC(Sc1nc(-c2ccccc2)cc(C(F)(F)F)n1)C(=O)NCCN1CCOCC1 (stereo not drawn) | 5% | -8% |
| 58 | CCOc1ccc(-c2cc(CCCC(=O)Nc3cccc(OC)c3)no2)cc1 | 0% | 3% |
| 59 | Cc1nn2c(=O)cc(COC(=O)c3cccc(NC(=O)COc4ccccc4Cl)c3)nc2s1 | 13µM* | 10µM* |
| 60 | O=C(Nc1ccccn1)C1CCN(S(=O)(=O)c2cccc3nonc23)CC1 | -1% | 14% |

| No. | IkB signaling | Imprint erasure |
| --- | --- | --- |
| 46 | x | -55%[inhibitor] |
| 47 | -0.1% | -11%[10.9 µM] |
| 48 | -1.0% | -15% |
| 49 | x | x |
| 50 | 4.6% | -7% |
| 51 | 7.6% | -6% |
| 52 | 0.5% | 11%[10.9 µM] |
| 53 | -0.1% | -6% |
| 54 | x | -6% |
| 55 | 2.4% | 13%[10.9 µM] |
| 56 | u | 16%[10.9 µM] |
| 57 | -0.8% | 2% |
| 58 | 3.2µM* | -45%[inhibitor] |
| 59 | u | -19%[10.9 µM] |
| 60 | -0.7% | -9% |

Additional compounds.
| No. | Compound | p53ts 39C kill | p53ts 32C kill |
| --- | --- | --- | --- |
| 61 | COc1ccc(N2CCN(C(=O)c3ccc4nc(N5CCC(C)CC5)sc4c3)CC2)cc1 | -16% | 10% |
| 62 | Cc1cc(C)nc(NC2=NC3CCCCC3N2)n1 (stereo not drawn) | 3% | -1% |
| 63 | CC(OC(=O)c1ccccc1NCc1ccco1)C(=O)Nc1ncc(Cl)cc1Cl (stereo not drawn) | -15% | 10% |
| 64 | CCN(C1CCCCC1)S(=O)(=O)c1ccc(OC)c(C)c1 | -4% | -2% |
| 65 | Cc1ccc(OCCSc2nc3ccc(NC(=O)c4ccc(F)cc4)cc3s2)cc1 | 17% | -2% |
| 66 | CCCCC(=O)OC1=C(C(C)=O)N(Cc2ccccc2)S(=O)(=O)c2ccccc21 | -8% | -3% |
| 67 | COc1ccccc1C(=O)Nc1c(C(=O)Nc2cc(Cl)ccc2C)sc2nc(C)cc(C)c12 | 0% | 4% |

| No. | IkB signaling | Imprint erasure |
| --- | --- | --- |
| 61 | u | -9%[10.9 µM] |
| 62 | 0.5% | -24% |
| 63 | u | -15% |
| 64 | 3.1% | -14% |
| 65 | -2.1% | -3%[10.9 µM] |
| 66 | u | 3%[10.9 µM] |
| 67 | 1.2% | -3%[10.9 µM] |
